Pol kappa inh – DNA polymerase kappa (human) inhibition | purified Pol kappa, fluorescent DNA synthesis assay, 10 min | Potency, µM (doses to about 107 µM), for inactives: top-dose activity, negative = inhibition, actives largely listed as inhibitors | actives 0.53% (n = 400,000); also: potency is read from the fitted curve at half-maximal effect; % is scaled to controls: 0 for no effect and ±100 for the full control effect
Target sequence (Q9UBT6 whole entry, looked up): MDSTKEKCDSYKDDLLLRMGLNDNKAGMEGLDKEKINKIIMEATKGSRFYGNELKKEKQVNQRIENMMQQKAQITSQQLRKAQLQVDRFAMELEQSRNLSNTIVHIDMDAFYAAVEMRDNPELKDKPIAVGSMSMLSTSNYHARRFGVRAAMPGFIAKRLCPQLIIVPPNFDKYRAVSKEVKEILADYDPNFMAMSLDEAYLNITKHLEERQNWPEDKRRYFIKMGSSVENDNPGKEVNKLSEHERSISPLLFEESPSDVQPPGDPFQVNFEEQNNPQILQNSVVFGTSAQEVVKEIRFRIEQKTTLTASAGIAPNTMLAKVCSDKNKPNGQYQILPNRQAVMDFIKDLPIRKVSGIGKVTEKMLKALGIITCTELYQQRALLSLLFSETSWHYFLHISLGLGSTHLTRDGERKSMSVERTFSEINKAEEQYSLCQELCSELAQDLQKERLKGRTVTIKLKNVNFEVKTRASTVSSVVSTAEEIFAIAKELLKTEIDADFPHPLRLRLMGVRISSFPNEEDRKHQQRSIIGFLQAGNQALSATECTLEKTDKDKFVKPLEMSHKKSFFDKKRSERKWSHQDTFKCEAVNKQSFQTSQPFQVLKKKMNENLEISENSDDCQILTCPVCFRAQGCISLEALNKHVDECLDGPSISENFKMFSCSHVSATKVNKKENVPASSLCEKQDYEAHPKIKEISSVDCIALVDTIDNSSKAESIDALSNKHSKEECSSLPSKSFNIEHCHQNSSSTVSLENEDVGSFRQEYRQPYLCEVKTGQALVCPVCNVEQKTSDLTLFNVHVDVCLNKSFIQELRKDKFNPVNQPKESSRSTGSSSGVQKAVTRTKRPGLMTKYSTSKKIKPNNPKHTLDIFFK
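10 nM Pol kappa preincubated 15 min at room temperature with compounds, then reaction started with substrate at 50 nM final. Fluorescence read kinetically at 0 and 10 min; buffer-only wells served as negative control.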
ERG-DNA inh – ERG Ets/DNA interaction inhibition; P11308; fluorescence polarization, His-ERG Ets domain / labelled DNA; Potency, µM (series often up to 76.9 µM), inactives show at the top dose FP activity, negative = inhibition, hits mostly inhibitors; actives 0.028% (n = 370,000); AID 624246; active = well fitted inhibition curve with a large enough effect in the polarisation, with a control signal flat; inconclusive = small, poorly fitted or top-dose-only effect, or effect the other way, or a change in a side signal; inactive = no such curve, though single readings can be large or run the other way; the % refers to the polarisation;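 also: polarization taken with two DNA probes labelled with fluorescein and Texas red; potency is read from the fitted curve at half-maximal effect; % of control where 0% means no effect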
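His-tagged ERG Ets domain (1 uM in the protein solution; 300mM KCl, 50mM Tris-HCl, 1mM EDTA, 1mM DTT, pH 7.5) received compound, then a probe mix of 5 nM fluorescein-DNA and 100nM Texas-615-DNA. Fluorescence polarization was read for both dyes.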
12-LOX inh – blocks human arachidonate 12S-lipoxygenase; actives 1.1% (n = 580,000); P18054; AID 1671190; Potency, µM (series often up to 108 µM), without a hit: at the top dose activity change, negative = inhibition, hits mostly inhibitors; purified 12hLO, xylenol orange hydroperoxide absorbance; also: potency is read from the fitted curve at half-maximal effect; % is scaled to controls: 0 for no effect and ±100 for the full control effect
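Purified human 12hLO (150 nM final) in 25 mM Hepes, 0.01% Triton X-100, pH 7.0 was preincubated 15 min at room temperature with compound. Then 40 uM arachidonic acid was added, 30 min. Hydroperoxide was read by Fe-XO absorbance ratio 573/405 nm.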
RGS4 inh – inhibitors of human regulator of G protein signaling 4 | Potency, µM (top dose mostly 114 µM), for inactives: top-dose activity change, negative = inhibition, hits mostly inhibitors | actives 0.039% (n = 390,000) | Transcreener GDP fluorescence polarization, RGS4-accelerated GTP hydrolysis; also: potency is read from the fitted curve at half-maximal effect; % is scaled to controls: 0 for no effect and ±100 for the full control effect; nearly all actives have a fitted effect of over 75% in size; some results filed as inactive show a strong effect at the top dose
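MLSMR compounds (23 nl, pin-transferred) preincubated 10 min at room temperature with a 500nM (2x) first reagent, then RGS4 at 900nM (2x) plus Transcreener GDP mix added; fluorescence polarization (620/688 nm) read before and after 90 min at 30 °C.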
POLH inh – DNA polymerase eta (human) inhibition; Q9Y253; recombinant Pol eta, fluorescent DNA replication assay; Potency, µM (top dose mostly 114 µM), for the others: at the highest dose activity change, negative = inhibition, actives largely listed as inhibitors; actives 1.2% (n = 390,000); AID 588591; also: potency is read from the fitted curve at half-maximal effect; % is scaled to controls: 0 for no effect and ±100 for the full control effect
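Pol eta (10 nM) was preincubated with compounds for 15 min at room temperature, after which fluorescent replication substrate (50 nM final) was added to start the reaction. Fluorescence was read kinetically at 0 and 10 min.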
APE1 inh – blocks human APE1 abasic DNA cleavage; actives 0.35% (n = 350,000); P27695; Potency, µM (top dose mostly 65.8 µM), without a hit: at the highest dose activity change, negative = inhibition, usual class: inhibitors; recombinant APE1, TAMRA/BHQ-2 abasic DNA cleavage fluorescence; AID 2517;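 also: potency is read from the fitted curve at half-maximal effect; plate controls were vehicle for no effect and reference inhibitor for full effect; nearly all actives have a fitted effect of over 55% in size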
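Compound pre-exposure to 0.75 nM APE1, 15 min at ambient temperature. Reaction initiated with 50 nM TAMRA/BHQ-2 THF substrate, read immediately in kinetic mode, 525 nm excitation, 598 nm emission.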
Anesthetic bind – binds horse apoferritin like a general anesthetic. P02791. apoferritin/1-aminoanthracene competitive binding, fluorescence. Potency, µM (highest dose often 77.5 µM), without a hit: top-dose activity change, negative = displacement, most hits filed as inhibitors. actives 0.074% (n = 350,000); also: potency is read from the fitted curve at half-maximal effect; % is scaled to controls: 0 for no effect and ±100 for the full control effect; nearly all actives have a fitted effect of over 20% in size
Target sequence (P02791 2-175 limits assumed): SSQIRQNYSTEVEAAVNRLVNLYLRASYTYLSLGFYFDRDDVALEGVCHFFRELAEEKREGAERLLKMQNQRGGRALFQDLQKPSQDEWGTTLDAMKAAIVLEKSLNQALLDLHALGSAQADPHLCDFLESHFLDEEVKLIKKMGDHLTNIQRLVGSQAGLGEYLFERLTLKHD
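In PBS, apoferritin at 10 uM is loaded with 1-AMA from a 50% saturated solution. After 10 min of compound exposure at ambient temperature, reduced 535 nm fluorescence indicates probe displacement.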
Pol beta inh – inhibitors of human DNA polymerase beta; P06746; Pol beta primer extension/strand displacement, fluorescence kinetic; Potency, µM (top dose mostly 114 µM), inactives show at the top dose activity change, negative = inhibition, usual class: inhibitors; actives 1.3% (n = 340,000); AID 485314; also: potency is read from the fitted curve at half-maximal effect; % is scaled to controls: 0 for no effect and ±100 for the full control effect
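10 nM enzyme + cpd, 15 min RT; start with substrate 50 nM final; read 0 min and after 10 min RT. Corrected, normalized data; 4-parameter Hill curve fit.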
LDHA block – blocks human lactate dehydrogenase A; activity change, % (values are at about 110 or 230 µM); purified LDHA, NADH/diaphorase-resazurin fluorescence; hits give low values; P00338; actives 0.15% (n = 480,000); in the data active = activity change below about -30%; inconclusive = mostly about -25% to -30%;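 also: plate controls were DMSO wells for no effect and wells without enzyme for full effect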
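Resorufin fluorescence (ex540/em590), read at 0 and 20 min after diaphorase/resazurin addition, reports the NADH left after a 5 min room-temperature reaction of 2 nM human LDH5 with 0.06 mM NADH and 0.2 mM pyruvate.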
* marks the source's active call; other numbers are inactive results; i = inactive; ? = inconclusive; nt = no result given; & = joins results of further samples; [ ] = remark or other dose. Unless noted, calls follow the shape of the dose curve; as a rule, active = well fitted curve in the direction sought with a large enough effect; inconclusive = small, poorly fitted or top-dose-only effect, or another doubt; inactive = no such curve, though single readings can be large; an effect the other way counts as inactive or inconclusive. The list is partial; rates above refer to the full screens.

SMILES	Pol kappa inh	ERG-DNA inh	12-LOX inh	RGS4 inh	POLH inh	APE1 inh	Anesthetic bind	Pol beta inh	LDHA block
CCOC(=O)C1CCN(C(=O)c2ccc3c(SCC(=O)O)c4c(nc3c2)CCCC4)CC1	1%	6%	-2%	18%	-9%	1%	-2%	15%	-15
S=c1[nH]nc(-c2ccc3ccccc3n2)n1-c1ccc2c(c1)OCCO2	-4%	-7%	0%	-23%	4%	-5%	0%	?	-12
NCCc1nc2cccnc2n1-c1ccccc1	-3%[60.1 µM]	-4%	5%	-3%	-14%	nt	4%	7%	4
COc1ccccc1CNC(=O)CCc1c(C)c2cc3c(C)coc3cc2oc1=O	0%	2%	?	3%	0%	nt	-3%	-2%	-5
Cc1[nH]n(-c2ccccc2)c(=O)c1/C=N\NC(=O)C1COc2ccccc2O1 (stereo not given)	-10%	-4%	?	-4%	-10%	4%	3%	-2%	-3
CCNc1ccc(C(=O)NN=C2CCCC2)cc1[N+](=O)[O-]	-43%	-4%	5%	8%	-10%	-7%	-18%	-6%	-2
Cc1ccc2c(c1)c1c(c(=O)n(-c3cccc(Cl)c3)c(=O)n1CC(=O)NCC1CCCO1)n2C (stereo not given)	-12%	6%	?	0%	-1%	nt	4%	9%	-1
COc1ccc(OCC(=O)Nc2ccc(-c3nc4cc(Cl)ccc4o3)cc2)cc1	5%	1%	?	6%	-8%	nt	-3%	0%	4&-7
Cc1ccc2c(c1)-c1c(cnn1CC(=O)N1CCN(c3cccc(C(F)(F)F)c3)CC1)CO2	-14%	-3%	-8%&-23%	11%	-12%	nt	-17%	-10%	6&3
N#CCCN(C(=O)CSc1nc(-c2ccccc2)cn1N)c1ccc(F)cc1	1%	0%	170%[activator]	-11%	-7%	-3%	-11%	8%	1
COC(=O)Nc1nc2c(C)cccc2s1	-6%	3%	12%	-38%	-12%	-4%	-9%	-2%	6
CC1CCCCC1NC(=O)CN1C(=O)COc2ccccc21 (stereo not given)	-3%	0%	-55%	27%	14%	11%	-1%	29%	-2
CC(=O)c1ccc(S(=O)(=O)Nc2ccc(N3CCOCC3)cc2)cc1	-17%	15%	?	2%	?	16%	-9%	?	-1
CCCCSc1nc(N)c(NC(=O)c2ccco2)c(=O)[nH]1	-7%	-1%	-23%	19%	-13%	-3%	-8%	6%	-9
CCN1CCN(C(c2ccc(OC)c(OC)c2)c2nnnn2C(C)(C)C)CC1 (stereo not given)	-3%	1%	?	-17%[11.4 µM]	-13%	-2%	-10%	21%	0
CCc1cccc(CC)c1NC(=O)c1ccccc1	-13%	-3%	10%	-3%	-12%	7%	-2%	-10%	-4
O=C(NCC1CCCO1)c1ccc(CS(=O)(=O)Cc2ccc(F)cc2)o1 (stereo not given)	-5%	-7%	0%	25%	-1%	0%	-6%	18%	-5
CCC(Cc1ccccc1)NC(=O)CCS(=O)(=O)c1cc2c(cc1Cl)NC(=O)CO2 (stereo not given)	1%	-3%	-16%	2%	1%	nt	-9%	0%	-3
CC(C)(C)S(=O)(=O)c1cnc2c(-c3ccc(Cl)cc3)cnn2c1N	-8%	-5%	12%	19%	-11%	2%	-2%	-13%	-4
COC(=O)c1ccccc1NC(=O)c1cc(CN2CCCC2)on1	0%	-8%	-1%	-17%	-12%	nt	-6%	-1%	0

The last 2 compounds of the section before are carried over, then new ones follow:
SMILES	Pol kappa inh	ERG-DNA inh	12-LOX inh	RGS4 inh	POLH inh	APE1 inh	Anesthetic bind	Pol beta inh	LDHA block
CC(C)(C)S(=O)(=O)c1cnc2c(-c3ccc(Cl)cc3)cnn2c1N	-8%	-5%	12%	19%	-11%	2%	-2%	-13%	-4
COC(=O)c1ccccc1NC(=O)c1cc(CN2CCCC2)on1	0%	-8%	-1%	-17%	-12%	nt	-6%	-1%	0
CC(=O)c1ccccc1NC(=O)COC(=O)c1ccccc1NC(=O)c1ccccc1	-22%	-2%	-19%	-7%	-19%	17%	4%	5%	-6
COc1ccc(CCNC(=O)C(=O)NCC2OCCN2S(=O)(=O)c2ccc(OC)cc2)cc1 (stereo not given)	-22%	5%	-9%	0%	-22%	8%	-13%	1%	-8
Cc1cccc2[nH]c(SCC(=O)N3CCOCC3)nc12	15%	16%	-15%	-7%	-9%	16%	-6%	55%	-3
COc1ccc(NS(=O)(=O)c2cc3c4c(c2)CCN4C(=O)CC3)c(OC)c1	1%	1%	-2%	-35%	-12%	0%	nt	nt	4
COC(=O)c1cccc(NC(=O)CCNC(=O)c2ccco2)c1	-3%	15%	15%	1%	0%	-9%	3%	52%	-8
Cc1ccc(SCc2nnc(N)s2)cc1	-5%	-5%	375%[activator]	-31%	4%	9%	?	6%	7
CN(CC(=O)Nc1c(Cl)cccc1Cl)C(=O)Cn1[nH]c(=O)c2ccccc2c1=O	2%	10%	-3%	-8%	-2%	20%	nt	nt	-6
CCn1nnnc1NCc1cccn1C	-24%	3%	-25%	-6%	3%	1%	-14%	0%	-1
CC(NC(=O)COc1cccnc1[N+](=O)[O-])c1ccc(F)cc1 (stereo not given)	4%	6%	-4%	-8%	-10%	34%	-8%	6%	-6
CS(=O)(=O)Nc1ccc(-c2cc(/C=C3\SC(N)=NC3=O)c[nH]c2=O)cc1	-7%	7%	3%	2%	4%	3%	-12%	3%	4
COC(=O)c1cc(NC(=O)Cn2ncc3c([nH]c4ccccc43)c2=O)cc(C(=O)OC)c1	-6%	2%	-7%	13%	-15%	nt	-5%	30%	-11
C/C(=N\NC(=O)C1(C)CC1(Br)Br)c1cccc(NC(=O)c2ccc(C)o2)c1 (stereo not given)	-12%	26%	i	-41%	?	-6%	?	6%	-1
CC(C)(C)c1nnc(N/N=C/c2ccccc2)n(N)c1=O	-9%	-2%	10%	10%	-16%	2%	-6%	41%	-6
O=C(c1cc(-c2ccc(Br)cc2)on1)N1CCCC1	-16%	5%	3%	6%	-9%	6%	-8%	14%	-7
O=C(CSc1nc2ccsc2c(=O)n1-c1ccc(Br)cc1)NCc1ccc(Cl)cc1	-9%	0%	0%	-2%	-17%	nt	0%	2%	2
CNS(=O)(=O)c1ccc2c(c1)NC(=O)C1CCCN21 (stereo not given)	-16%	1%	-25%	-10%	-8%	7%	6%	16%	4
CCOc1ccc(CCNC(=O)C2CC(=O)N(Cc3ccc(C)cc3)C2)cc1OCC (stereo not given)	-15%	-5%	16%	8%	-4%	-8%	nt	nt	-2
Cc1ccc(NC(=O)CSc2nnc(CCC(=O)O)c(=O)[nH]2)cc1	-19%	-3%	-7%	-10%	-20%	0%	-6%	0%	-1
COc1ccc(C2C(CC(=O)O)=C(Nc3ccccc3)C(=O)N2c2ccccc2)cc1 (stereo not given)	11%	3%	-24%	-7%	-3%	-1%	-10%	-2%	-1
CC(=O)Nc1ccc(NC(=O)COc2cc(C)cc3oc(=O)cc(C)c23)cc1	3%	11%	6%	-49%	-9%	27%	-1%	52%	-8

Some entries already given, showing only Anesthetic bind.
SMILES | Anesthetic bind
C/C(=N\NC(=O)C1(C)CC1(Br)Br)c1cccc(NC(=O)c2ccc(C)o2)c1 (stereo not given) | ?
CC(C)(C)c1nnc(N/N=C/c2ccccc2)n(N)c1=O | -6%

Following part
SMILES	Pol kappa inh	ERG-DNA inh	12-LOX inh	RGS4 inh	POLH inh	APE1 inh	Anesthetic bind	Pol beta inh	LDHA block
CCc1c(C)sc(NC(=O)c2ccco2)c1C(=O)N1CCOCC1	-13%	1%	-27%	-22%	-5%	-2%	11%	6%	-5
COC(C(=O)N/N=C(\C)CC(=O)Nc1ccc(Cl)cc1C)c1ccccc1 (stereo not given)	-1%	5%	16%	-20%	-21%	-2%	-12%	-3%	-2
OCCN1CCN(CC/C=C2/c3ccccc3Sc3ccc(Cl)cc32)CC1	4%	-6%	?	-4%	-8%	9%	nt	nt	-6
CC1CCCCC1NC(=O)Cn1c(CN2CCCCC2)nc2ccccc2c1=O (stereo not given)	-3%	nt	1%	0%	5%	-2%	-22%	26%	-3
Cc1ccc(C2(C)NC(=O)N(CC(=O)NCCN3C(=O)S/C(=C\c4cccnc4)C3=O)C2=O)cc1 (stereo not given)	?	3%[15.4 µM]	-2%	-46%	-7%	nt	nt	nt	0
COc1ccc(NC(=O)COC(=O)CCCN2C(=O)c3ccccc3C2=O)cc1Cl	-12%	-20%	-14%	7%	-17%	-1%	-9%	0%	-3
Cc1c(NC(=O)c2cccc(NC(=O)COc3cccc(Br)c3)c2)c(=O)n(-c2ccccc2)n1C	19%	9%	0%	2%	-7%	-11%	nt	nt	-7
Cc1ccc(-c2c(C(=O)NNC(=S)NCC3CCCO3)csc2C)cc1 (stereo not given)	-23%	4%	-15%	-21%	-8%	-5%	-21%	7%	3
CCOc1ccc(NC(=O)CSc2nnc(Cn3c(=O)sc4ccccc43)n2C)cc1	-5%	-3%	79%[activator]	-1%	-17%	1%	-3%	?	-6
CCN1CCN(C(=O)/C=C/c2c(F)cccc2Cl)CC1	-5%	4%	?	-5%	-15%	-2%	1%	12%	-7
C[C@@H](Oc1ccccc1)c1nnn(Cc2ccccc2)c1-c1c([C@@H](C)Oc2ccccc2)nnn1Cc1ccccc1	-6%	8%	-1%	0%	1%	-3%	61%[activator]	?	0
Cc1ccc(C(=O)NNC(=O)CCOc2cccc(C)c2)cc1	-1%	17%[15.4 µM]	354%[activator]	6%	-21%	8%	nt	nt	-2

Source: PubChem
